TAG inh: triacylglycerol accumulation inhibition. H9c2 cells, Nile Red lipid (TAG) fluorescence; cells loaded with 200 µM oleic acid. inhibition, % at 12.5 µM. hit rate 0.66% among 230,000. AID 651582;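 active = pattern-corrected inhibition of lipid staining of at least 50% with the nuclear-stain viability signal not falling by more than 50%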;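 note: 0% = DMSO wells and 100% = triacsin C control wells; some results filed as inactive read as strong as hits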
TAG inh DAPI viability: also measured in TAG inh; calls as there; DAPI nuclei signal change (viability), lower = more cytotoxic, %;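 whole-well DAPI fluorescence read on a plate reader as a viability signal; minus 50 percent equals half of cells still viable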
Starred values were filed as active, the others as inactive; & = joins results of further samples.

Sample of the layout:
SMILES	TAG inh	TAG inh DAPI viability
CN(CCC#N)C(=O)COC(=O)c1ccc(Cl)c(S(N)(=O)=O)c1	-17	-8
CCOC(=O)c1cc(-c2cccs2)nc2onc(C)c12	19	77

Main list, previewed entries included:
SMILES	TAG inh	TAG inh DAPI viability
CN(CCC#N)C(=O)COC(=O)c1ccc(Cl)c(S(N)(=O)=O)c1	-17	-8
CCOC(=O)c1cc(-c2cccs2)nc2onc(C)c12	19	77
CN1CCN(c2ccc(-c3cccc(NC(=O)COc4ccc(Cl)cc4)c3)nn2)CC1	8	9
Cc1ccc(S(=O)(=O)CCSc2ccc(C(F)(F)F)cn2)cc1	0	4
COCCN(C(=O)C1CCCC1)c1c(N)n(Cc2ccccc2)c(=O)[nH]c1=O	16	9
COc1ccc(CC(N)c2csc(NC(=O)NCCc3ccccc3)n2)cc1 (stereo not given)	36	-7
Cc1cc(C)cc(NC(=O)COC(=O)c2n[nH]c3ccccc23)c1	2	0
O=C1S/C(=C\c2ccc(N3CCOCC3)o2)C(=O)N1c1ccccc1	-3	-1
CN[C@H](CC(=O)O)C(=O)O	0	-12
Cc1nccc(-c2cccc(N/N=C(\C#N)C(=O)c3ccccc3)c2)n1	10	-24
COc1ccc2c(Cl)c(-c3nnco3)sc2c1	-10	-9
Cc1ccc(NC(=O)C(c2ccccc2)N2CCN(CC(=O)NC3CC3)CC2)cc1 (stereo not given)	-30	-6
Cc1ccc([C@@H]2[C@@H]3C(=O)N(C)C(=O)[C@@H]3[C@]3(C)C(=O)N(Cc4ccc(-c5ccccc5)cc4)CC(=O)N23)o1	7	-7
Cc1cccc(NC(=O)CSCC(=O)N(C)Cc2ccc(Cl)c(Cl)c2)c1	-13	7
O=[N+]([O-])c1ccc(NC(=S)NCc2ccncc2)cc1	-1	1
CCN1C(=O)N[C@@H](CCc2ccccc2)[C@H](C(=O)OC)[C@H]1C	-4	-2
Cc1ccc(C)c(NC(=O)CS(=O)(=O)c2cccc3nsnc23)c1	-23	6
O=C(Nc1cc(C(F)(F)F)ccc1N1CCOCC1)C1CC1	0	-7
COC(=O)c1cc(Cl)c(NC(=O)c2ccco2)cc1OC	4	-5
COc1cccc(CN(C)C(=O)Cc2c[nH]c3ccccc23)c1	-4	3

Looked up above.
Cc1ccc(S(=O)(=O)CCSc2ccc(C(F)(F)F)cn2)cc1 | TAG inh DAPI viability: 4
COc1ccc(CC(N)c2csc(NC(=O)NCCc3ccccc3)n2)cc1 (stereo not given) | TAG inh DAPI viability: -7
CCN1C(=O)N[C@@H](CCc2ccccc2)[C@H](C(=O)OC)[C@H]1C | TAG inh DAPI viability: -2
Cc1ccc(NC(=O)C(c2ccccc2)N2CCN(CC(=O)NC3CC3)CC2)cc1 (stereo not given) | TAG inh: -30
CCOC(=O)c1cc(-c2cccs2)nc2onc(C)c12 | TAG inh DAPI viability: 77
CN(CCC#N)C(=O)COC(=O)c1ccc(Cl)c(S(N)(=O)=O)c1 | TAG inh: -17
Cc1ccc([C@@H]2[C@@H]3C(=O)N(C)C(=O)[C@@H]3[C@]3(C)C(=O)N(Cc4ccc(-c5ccccc5)cc4)CC(=O)N23)o1 | TAG inh: 7

Continued:
SMILES	TAG inh	TAG inh DAPI viability
CCOc1ccc2nc(N3CCOCC3)nc(C)c2c1	11	28
c1ccc2c(NCC3CCCO3)nc(N3CCOCC3)nc2c1 (stereo not given)	16	-7
O=C(CN(c1ccccc1)S(=O)(=O)c1ccccc1[N+](=O)[O-])Nc1ccccc1C(=O)N1CCOCC1	4	-12
Cc1cnc(NC(=O)CSc2nc3ccccc3c(=O)[nH]2)s1	3	2
O=C(CSc1nnc(NC2CCCCC2)s1)Nc1ccc2c(c1)C(=O)c1ccccc1C2=O	5	-5
N#CC1=C(N)Oc2cc(O)ccc2C1c1ccc(Br)s1 (stereo not given)	4	0
O=S(=O)(Nc1cc(Cl)ccc1N1CCOCC1)c1ccccc1Cl	-6	-2
Cc1cc(C)n(-c2nc(SCC(=O)Nc3nccs3)c3c4c(sc3n2)COC(C)(C)C4)n1	39	-4
COc1ccc(C(=O)NC2CC2)cc1OC1CCN(Cc2ccccc2F)CC1	5	9
CN(C)CCNc1ccc(CO)c2sc3ccc(O)cc3c(=O)c12	112	-85
COc1ccc(S(=O)(=O)N2CCCCCC2)cc1C(=O)N(C)CC(=O)Nc1cc(C)ccc1C	9	-9
CCOc1ccc(/C=C/C(=O)N(CC)CC(=O)NCc2cccs2)cc1OC	14	1
COC(=O)CCCC1=CC2=C(c3ccccc3)C(=O)C(C)(OC(=O)C3CCCC3)C(=O)C2=CN1Cc1ccc(OC)cc1 (stereo not given)	12	-8
Cc1ccc(F)c(C2C3C=CCC(c4cccc(-c5ccc(N(C)C)cc5)c4)C3C(=O)N2Cc2ccccc2)c1 (stereo not given)	37	16
CC(C)c1nc(SCC(=O)NCC2CCCO2)c2c(=O)n(C)c(=O)n(C)c2n1 (stereo not given)	11	-1
O=C(O)CCCCCCCCCC[n+]1ccccc1	-7	1
CC(OC(=O)c1cccc(-n2cnnn2)c1)C(=O)NC1(C#N)CCCCC1 (stereo not given)	11	-11
Brc1ccc(CN2CC[C@H]3C=CCc4cccc(c43)C2)cc1	-55	12
Cc1noc(C)c1CSCC(=O)Nc1cccc(C(F)(F)F)c1	-2	1
Cc1ccc(S(=O)(=O)n2ccc(-c3cccc(OCc4c(F)cccc4Cl)c3)n2)cc1	4	1

An excerpt from further up:
SMILES	TAG inh	TAG inh DAPI viability
Cc1noc(C)c1CSCC(=O)Nc1cccc(C(F)(F)F)c1	-2	1
Cc1ccc(S(=O)(=O)n2ccc(-c3cccc(OCc4c(F)cccc4Cl)c3)n2)cc1	4	1

Later entries.
SMILES	TAG inh	TAG inh DAPI viability
Cc1ccc(C(O)c2ncc(-c3cccc(F)c3)[nH]2)cc1 (stereo not given)	0	-8
O=C(COC(=O)c1cc(S(=O)(=O)N2CCc3ccccc3C2)ccc1Cl)NCc1ccco1	-9	16
O=C(c1ccc(F)cc1)c1cn(Cc2ccc(F)cc2)c2cc3c(cc2c1=O)OCCO3	4	-17
C/C(=N\NC(=O)CCCNc1ccccc1)c1ccncc1	7	0
c1ccc2c(c1)ccc1nnc(-c3ccc4c(c3)OCO4)n12	-2	-8
Cc1ccc(NC(=O)c2ccc(-n3cncn3)c([N+](=O)[O-])c2)cc1F	8	-4
COc1ccc(-c2coc3c(C(=O)NCc4ccc(OC)c(OC)c4)cccc23)c(C)c1	0	2
O=C(c1ccco1)N1CCN(C(=O)c2cnn(-c3ccc(F)cc3)c2-n2cccc2)CC1	17	-3
COc1cc(-c2noc(C)c2/C=C/c2ccc(C(=O)O)cc2)cc(OC)c1OC	-17	2
COC(=O)CCN(Cc1cc(OC)ccc1OC)S(=O)(=O)c1ccccc1Br	-5	-8
Cc1c(C(Nc2ccccn2)c2ccc(Cl)cc2)c(=O)n(-c2ccccc2)n1C (stereo not given)	-41	1
O=C(NC1CC1)C1CCN(S(=O)(=O)c2cc([N+](=O)[O-])ccc2Cl)CC1	7	-4
O=C1C2C(c3ccccc3)CC=CC2[C@H](c2ccc(C(F)(F)F)cc2)N1Cc1ccccc1 (stereo not given in full)	8	-20
C/C(CC(=O)NC(C)C)=N\NC(=O)C(c1ccccc1)c1ccccc1	-18	4
COc1ccc(Cl)cc1N(CC(=O)NC(C)(C)C)S(=O)(=O)c1ccc(C)c([N+](=O)[O-])c1	13	-10
O=C(CCS(=O)(=O)c1ccc(Br)s1)NC1CCCCCC1	11	-18
COc1ccc(CCNC(=O)CSc2nc(=O)n3cccc(C)c3n2)cc1OC	4	-9
COc1cc(OC)cc(C(=O)NC(=S)Nc2nc(-c3cc4ccccc4o3)cs2)c1	8	2
CCc1noc(C)c1C(=O)Nc1nc(-c2ccc(F)cc2)c(C)s1	0	-4
Cc1cc(NCC(C)C)n2ncnc2n1	-6	4
COC(=O)C1(C#N)C(c2ccccc2)C1(C(=O)OC)C(=O)OC (stereo not given)	1	4
COC(=O)C1=C(C)NC(C)=C(C(=O)OC)C1c1ccco1	7	-5
COc1ccc2nc(-c3ccccc3)cc(C(=O)OCC(=O)N3CC(C)OC(C)C3)c2c1 (stereo not given)	15	70
Cc1nn(-c2ccccc2)c(C)c1/C=C/C(=O)OCC(=O)Nc1ccc(S(N)(=O)=O)cc1	2	11
CCN1C(Nc2ccccc2)=NC[C@@H]1CC(C)C	-17	18
C[C@H](O)Cc1cn(-c2cc3cc(C#Cc4ccsc4)ccc3oc2=O)nn1	-29	1
CCN(CC)c1ccc(S(=O)(=O)N2CCOCC2)cc1NC(=O)CSc1nnc(N)s1	-17	-1
CCOC(=O)c1cc(-c2ccccc2)sc1NC(=O)C(C)(C)C	-5	16
COc1ccc(-c2cc3c(=O)n(CC(=O)NCc4ccc(C)cc4)ncn3n2)cc1	-15	10
Fc1ccc(NC(=S)Nc2ccc(F)c(Cl)c2)cc1Cl	-23	-5
O=C(COc1cccc(F)c1)Nc1ccc2[nH]c(=O)[nH]c2c1	-29	14
COc1ccc(C)cc1S(=O)(=O)N1CCCCC1	-25	2
Cc1cc(C)c(C(=O)COC(=O)CNC(=O)c2ccccc2C)c(C)c1	-15	6
CCN(CC)S(=O)(=O)c1cccc(C(=O)NC(C(=O)NNC(=O)c2ccccc2F)C(C)C)c1 (stereo not given)	4	6
COc1cccc(NC(=O)CN(C)C(=O)c2cccc(S(=O)(=O)N3c4ccccc4CC3C)c2)c1 (stereo not given)	-17	2
CC12CCC(=O)N1C(C(=O)Nc1cc(S(=O)(=O)N3CCCCCC3)ccc1OCC(F)(F)F)CS2 (stereo not given)	35	-5
CC(=O)Oc1ccc(NC(=O)CCC2CCCCC2)c(C(=O)O)c1	-6	5
CCOC(=O)c1ccc(NC(=O)c2nn(C)cc2Br)cc1	0	-2
COc1ccccc1N1CCN(/N=C\c2cccnc2)CC1	5	-8
COc1ccc(Cc2nc(-c3ccccn3)no2)cc1	-24	3
Cc1oc2ccc(OCc3ccc(Cl)cc3)cc2c1C(=O)O	2	1
CCc1nc2c(OCC(=O)c3ccc(Cl)cc3Cl)cccn2c1N(C)C(=O)c1cccs1	-6	8
O=C(c1ccco1)N1CCN(C(=O)C2CCCc3c2[nH]c2ccc(Cl)cc32)CC1 (stereo not given)	-14	8
C[C@H]1CN([C@@H](C)CO)S(=O)(=O)c2ccc(C#CC3CC3)cc2O[C@@H]1CN(C)S(C)(=O)=O	-18	5
CC(C)Oc1cccc(-c2cc(C(=O)NN3CCOCC3)c3ccccc3n2)c1	-12	-2
Cc1ccc(Nc2nc(N)nc(CSC(=S)N3CCOCC3)n2)cc1	18	-5
COc1ccc(NC(=O)c2ccc(-n3nc(C)c[n+]3[O-])cc2)cc1	3	3
CCOC(=O)CC1COCCN1C(=O)c1cc(COc2ccc(F)cc2Cl)on1 (stereo not given)	-16	-8
Cc1nnc(SCC(=O)N2CCC(Cc3ccccc3)CC2)n(N)c1=O	14	-4
CCc1nc(Cl)c(C#N)c2c1CSC(C)(C)C2	-4	-7
O=C(NCCn1c(-c2ccncc2)nc2ccccc21)[C@H]1CCCN1c1nc(CN2CCCCC2)cs1	13	-22
Clc1cccc(Cl)c1Cn1ccc(C2CC2)n1	-7	-2
COc1ccc(CCN2CC(C(=O)Nc3cc(F)ccc3F)CC2=O)cc1OC (stereo not given)	3	-3
O=c1c2cc(Cl)cc(Cl)c2nc2n1CCC2	-2	18
Cc1cc(C)cc(OCC(=O)Nc2ccc3c4c(cccc24)CC3)c1	12	8
Cc1[nH]c(=O)[nH]c(=O)c1S(=O)(=O)NCCOC12CC3CC(CC(C3)C1)C2	5	4
O=C(COC(=O)c1cn(-c2ccccc2)nc1-c1ccccc1)Nc1ncc(Cl)cc1Cl	3	3
Nc1nn(-c2cccc(F)n2)cc1-c1ccccc1	-9	-7
O=C(c1ccc(OCCN2CCCCC2)cc1)c1c(-c2ccc(O)cc2)sc2cc(O)ccc12	-10&-7	2&-7
O=C(NCC(=O)N1CCCC1C(=O)O)OC1CCCCC1 (stereo not given)	-2	4

Profiles as entered above. Order of values: TAG inh | TAG inh DAPI viability
O=C(COC(=O)c1cn(-c2ccccc2)nc1-c1ccccc1)Nc1ncc(Cl)cc1Cl across the screens: 3 | 3
Cc1[nH]c(=O)[nH]c(=O)c1S(=O)(=O)NCCOC12CC3CC(CC(C3)C1)C2 across the screens: 5 | 4
O=C(c1ccc(OCCN2CCCCC2)cc1)c1c(-c2ccc(O)cc2)sc2cc(O)ccc12 across the screens: -10&-7 | 2&-7
Cc1oc2ccc(OCc3ccc(Cl)cc3)cc2c1C(=O)O across the screens: 2 | 1

Further entries.
SMILES	TAG inh	TAG inh DAPI viability
Cc1cccc(NC(=O)CCCn2cc([N+](=O)[O-])cn2)n1	-4	5
O=C(c1cnn(C(=O)CN2CCCC2=O)c1)c1ccccc1O	-7	1
Cn1cc(/C=C(\NC(=O)c2ccccc2)C(=O)NCCCn2ccnc2)c2ccccc21	4	4
C[C@H](CO)N1C[C@H](C)[C@@H](CN(C)Cc2cccnc2)OCc2cnnn2CCCC1=O	3	7
Cc1cc(=O)cc(C)n1-c1ccccc1N1CCOCC1	7	4
Cc1cc(NC(=O)c2ccc(OCC3CCCO3)cc2)ccc1Br (stereo not given)	20	-8
Cc1cccc(NC(=O)c2ccc(S(=O)(=O)N(C)C)cc2)n1	-2	1
O=S(=O)(NCc1csc(-c2cccnc2)n1)c1ccc(Cl)s1	3	4
CSCCC(NC(=O)c1ccccc1)C(=O)NCC(C)(C)N1CCOCC1 (stereo not given)	2	-1
COc1ccc(N2C(=O)CC(NNC(=O)c3ccco3)C2=O)cc1 (stereo not given)	-7	1
N/C(=N\OC(=O)c1ccc(Cl)cc1Cl)c1ccncc1	5	-5
Cc1ccc(C(=O)O/N=C2\CC3CCC2(C)C3(C)C)cc1 (stereo not given)	9	1
COc1cccc(N2CCN(C3CC(=O)N(c4cccc(Cl)c4)C3=O)CC2)c1 (stereo not given)	3	0
CCCNC(=O)Cn1c(-c2ccc(F)cc2)cc(C(=O)OCC)c1C	-1	-4
CC1(C(=O)NCC2CCCO2)Oc2cccnc2NC1=O (stereo not given)	-3	7
Cc1cc(=O)oc2cc(OC(=O)C3CCN(C(=O)c4ccc(F)cc4)CC3)ccc12	-15	-1
Cn1nnnc1Sc1ncnc2scc(-c3cccc(Br)c3)c12	67*	-0.7*
Cc1nonc1OCCN1CCN(c2ccccc2[N+](=O)[O-])CC1	7	-16

Screening data as filed in PubChem BioAssay.

This is a subset (hit frequency here may not be typical).
